GALK inh: blocks human galactokinase activity. AID 1868. Potency, µM (series often up to 57.5 µM), for the others: at the top dose activity change, negative = inhibition, usual class: inhibitors. 270,000 tested, 0.007% active. Purified GALK, Kinase-Glo residual ATP luminescence; further: potency means the concentration at half of the fitted maximal effect; on the % scale 0 is the no-effect control and ±100 the full control effect
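Kinase-Glo Plus luminescence measured ATP left after a 1 h room-temperature reaction. The reaction used 5 nM GALK, 100 uM galactose and 35 uM ATP at pH 8.0 (20 mM HEPES, 5 mM MgCl2, 60 mM NaCl, 1 mM DTT, 0.01% BSA).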
CXXC DNA block: inhibitors of human MLL CXXC domain-DNA interaction; MLL-CXXC / FITC-HOXA9 DNA fluorescence polarization; AID 2662; Potency, µM (top dose mostly 115 µM), for the others: at the highest dose activity change, negative = inhibition, actives largely listed as inhibitors; 290,000 tested, 0.037% active; active means well fitted inhibition curve with a large enough effect in the polarisation, with a control signal flat, not every such curve was filed as active; inconclusive means small, poorly fitted or top-dose-only effect, or effect the other way, or a change in a side signal; inactive means no such curve, though single readings can be large or run the other way; the % refers to the polarisation; further: potency means the concentration at half of the fitted maximal effect
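Purified MLL-CXXC (added from a 7 uM solution) was preincubated 5 min at ambient with pinned compounds in 50 mM Tris-HCl pH 7.5, 50 mM NaCl, 1 mM DTT, 0.05% BSA. Fluorescein-labeled HOX-A9 DNA (50 nM solution) followed, 30 min, then polarization read.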
Tb PFK inh: blocks T. brucei phosphofructokinase | O15648 | T. brucei PFK, ADP-Glo luminescence | Potency, µM (top dose mostly 57.5 µM), without a hit: at the top dose activity, negative = inhibition, most hits filed as inhibitors | 330,000 tested, 0.17% active;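 further: potency means the concentration at half of the fitted maximal effect; 0% = uninhibited 1x PFK enzyme wells and -100% = no-enzyme wells; nearly all actives have a fitted effect of over 60% in size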
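Activity is normalized to no-enzyme wells (full inhibition) and 1.25 nM enzyme wells (no inhibition). Reaction: 0.5 mM F6P, 0.1 mM ATP, 45 min RT, ADP-Glo luminescence; concentration-response curves fitted and classed by quality.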
Giardia killer: kills Giardia lamblia. Giardia lamblia trophozoite viability. activity change, % at 7.66 µM, hits read low. 340,000 tested, 0.15% active. AID 540267; in the data active means activity change below about -80%; inconclusive means between about -30% and that limit;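 further: parasites exposed to compound for two days anaerobically before the ATP read; on the % scale 0 is the no-effect control and ±100 the full control effect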
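Trophozoite viability was measured as ATP-dependent luminescence, read 15-30 min after reagent addition. Before that, parasites at 100 cells/well were exposed to compounds for 48 h, anaerobically, at 37 deg C.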
TSHR antagonist: antagonists of human thyroid stimulating hormone receptor. TSHR-expressing cells, TSH-stimulated cAMP HTRF, 2 h; stronger effect = lower value. activity change, negative = inhibition, % at 11.5 µM. 330,000 tested, 0.2% active. AID 504810;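 active means activity change below a set negative limit, meaning inhibition stronger than a set level, cut at about -70% in these data; inconclusive means activity change between two set negative limits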; further: on the % scale 0 is the no-effect control and ±100 the full control effect
Target sequence (P16473 whole entry, looked up): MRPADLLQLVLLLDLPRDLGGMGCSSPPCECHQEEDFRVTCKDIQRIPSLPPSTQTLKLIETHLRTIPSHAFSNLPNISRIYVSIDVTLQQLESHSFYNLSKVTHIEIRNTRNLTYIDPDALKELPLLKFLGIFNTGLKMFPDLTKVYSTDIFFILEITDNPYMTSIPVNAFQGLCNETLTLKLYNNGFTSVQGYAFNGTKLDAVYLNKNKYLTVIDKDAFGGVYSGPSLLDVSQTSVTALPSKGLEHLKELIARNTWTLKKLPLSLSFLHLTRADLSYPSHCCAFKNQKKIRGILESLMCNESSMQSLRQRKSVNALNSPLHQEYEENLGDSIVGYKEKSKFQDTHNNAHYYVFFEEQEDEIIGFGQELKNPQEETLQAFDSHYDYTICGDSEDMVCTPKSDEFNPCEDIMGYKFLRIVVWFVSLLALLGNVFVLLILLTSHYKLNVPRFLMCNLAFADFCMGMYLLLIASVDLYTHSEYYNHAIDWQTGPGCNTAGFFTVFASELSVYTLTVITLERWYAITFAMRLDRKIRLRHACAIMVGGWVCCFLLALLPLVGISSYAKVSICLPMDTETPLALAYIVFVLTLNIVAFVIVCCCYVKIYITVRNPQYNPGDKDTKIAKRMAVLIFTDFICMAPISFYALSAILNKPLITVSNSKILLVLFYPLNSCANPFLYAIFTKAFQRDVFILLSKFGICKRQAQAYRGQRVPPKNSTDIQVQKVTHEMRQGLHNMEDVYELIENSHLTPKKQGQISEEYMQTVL
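Read-out is FRET at 665 nm (cryptate excitation 337 nm) from a cryptate-tagged anti-cAMP antibody, competed by cell cAMP against cAMP-d2. Compounds are tested on freshly harvested TSHR cells challenged with 4nM TSH (EC80) for 2 hours at 37 deg C.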
FBPA coupling cs: coupling enzyme interference in Giardia aldolase counter-screen; AID 2472; 290,000 tested, 0.67% active; coupling enzyme system counterscreen, AmpLite Red fluorescence; activity change, negative = inhibition, % at 58.2 µM, hits read low; in the data active means activity change below about -30%; further: on the % scale 0 is the no-effect control and ±100 the full control effect
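First, compound is pin-transferred into glyceraldehyde-3-phosphate coupling-enzyme reagent at 57.5 uM final and held 10 min at RT. Next, substrate, coupling system and AmpLite Red are added. After 20 min RT, fluorescence (525/598 nm) is read.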
KCNH2 WT inh: inhibitors of human wildtype KCNH2 potassium channel; U2OS, BacMam KCNH2, thallium flux FluxOr; stronger effect = lower value; activity change, % at 1.84 µM; 340,000 tested, 0.37% active; AID 720551;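 active means maximum activity change below -70%; inconclusive means maximum activity change between -70% and -50%; inactive means maximum activity change above -50%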; further: on the % scale 0 is the no-effect control and ±100 the full control effect
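U2OS cells transduced with wild-type KCNH2 virus are loaded with FluxOr dye for 45 min, and thallium flux is measured in kinetic reads before and after stimulation buffer. Rate constants are normalized to DMSO controls.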
AT treatment: candidate therapy for ataxia-telangiectasia; […] A-T fibroblasts, KAP-1 phosphorylation AlphaLISA; neocarzinostatin DNA damage 30 min before lysis; Potency, µM (highest dose often 57.5 µM), for inactives: at the top dose activation, hits mostly activators; 320,000 tested, 0.19% active; AID 485349; further: potency means the concentration at half of the fitted maximal effect; % of control where 0% means no effect; nearly all actives have a fitted effect of over 45% in size
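ATM-like activity read as KAP-1 phosphorylation via AlphaLISA donor/acceptor antibody pairs after lysis and 6 hr at 25C. Cells were ATM-null patient fibroblasts ([…], hTERT), dosed 60 min, then exposed to the DSB inducer NCS for 30 min.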
TCR act: activates T cell receptor signaling. Potency, µM (titrated, usually from 9.22 µM), for the others: top-dose activation of IL-2 secretion, most hits filed as activators. primary human leukocytes, anti-CD3, IL-2 HTRF, 48 h. 330,000 tested, under 10 active; further: % of control where 0% means no effect
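IL-2 produced over 48 hr by a-CD3 bead-stimulated primary human leukocytes exposed to compounds was detected with a homogeneous time-resolved FRET immunoassay, 665nm acceptor signal after 320nm excitation.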
BCR signal inh: chronic active BCR signaling inhibition; ABC-DLBCL IkBa-CBG/CBR reporter, luminescence ratio, 4 h; Potency, µM (doses to about 46.1 µM), inactives show at the highest dose ratio change, negative = lower green/red ratio, hits mostly inhibitors; 340,000 tested, 0.05% active; active means well fitted inhibition curve with a large enough effect in the signal ratio, with a control signal flat, not every such curve was filed as active; inconclusive means small, poorly fitted or top-dose-only effect, or effect the other way, or a change in a side signal; the % refers to the signal ratio;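 further: potency means the concentration at half of the fitted maximal effect; plate controls were basal doxycycline-induced cells for no effect and cells given 10 µM MG132 for full effect; MG132 reads +100%, hits lower the ratio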
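Concentration-response series (up to 46 uM) were applied to TMD8 dual-reporter cells for 4 h at 37C with doxycycline. Green/red ratio, after filter-overlap correction, defined %Activity; red signal alone was normalised to basal cells and zero luminescence.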
* marks the source's active call; other numbers are inactive results; & = joins results of further samples; [ ] = dose if it differs, or a comment. Unless noted, the call rests on the fitted dose curve; in most records, active means well fitted curve in the direction sought with a large enough effect; inconclusive means small, poorly fitted or top-dose-only effect, or another doubt; inactive means no such curve, though single readings can be large; an effect the other way counts as inactive or inconclusive.

Screening CC(C)c1ccc(S(=O)(=O)N2CCN(CC(=O)c3ccc(O)c(O)c3)CC2)cc1 returned GALK inh 0%, CXXC DNA block 8%, Tb PFK inh inconclusive, TSHR antagonist -7, FBPA coupling cs 0, AT treatment -12% and BCR signal inh -11%.
For O=C(CCC(=O)N1CCN(Cc2ccc(F)cc2)CC1)Nc1nnc(C(F)(F)F)s1 the results were CXXC DNA block -4%, Tb PFK inh -5%, Giardia killer 3, TSHR antagonist -1, FBPA coupling cs 13, KCNH2 WT inh -3, AT treatment -4%, TCR act -29% and BCR signal inh -13%.
`COC(=O)C1CCN(C(=O)COC(=O)CC(NC(N)=O)c2ccc(Cl)cc2)CC1` (configuration not stated) gave GALK inh 4%, CXXC DNA block -8%, Tb PFK inh -3%, Giardia killer -18, TSHR antagonist 13, FBPA coupling cs 4, KCNH2 WT inh -1, AT treatment -6%, TCR act 4% and BCR signal inh -1%.
`CC1(c2ccc3ccccc3c2)NC(=O)N(CC(=O)N2CCCC(C(F)(F)F)C2)C1=O` (configuration not stated) gave Tb PFK inh -2%, Giardia killer 7, TSHR antagonist -16, KCNH2 WT inh -4, AT treatment 0%, TCR act -7% and BCR signal inh 2%.
For CC(C)c1ccc(N(C(=O)c2csnn2)C(C(=O)NC(C)(C)C)c2cccnc2)cc1 (configuration not stated) the results were GALK inh 1%, CXXC DNA block -4%, Tb PFK inh 8%, Giardia killer 3, TSHR antagonist -4, FBPA coupling cs 4, KCNH2 WT inh -4, AT treatment 1%, TCR act 5% and BCR signal inh 1%.
CCc1c(C)sc(NC(=O)C2CCCCC2C(=O)O)c1C(N)=O (configuration not stated) was read as GALK inh -3%, CXXC DNA block 8%, Tb PFK inh inconclusive, Giardia killer inconclusive, TSHR antagonist 8, FBPA coupling cs 0, KCNH2 WT inh -1, AT treatment -6%, TCR act 4% and BCR signal inh -1%.
Screening Cc1ccc(CSCC(=O)NCc2cccs2)cc1 returned GALK inh -2%, CXXC DNA block -5%, Tb PFK inh -6%, Giardia killer 19, TSHR antagonist -9, FBPA coupling cs -1, KCNH2 WT inh -13, AT treatment 3%, TCR act 2% and BCR signal inh -5%.
O=C(CNC1CCCCC1)Nc1ccc([N+](=O)[O-])cc1C(=O)Nc1ccccc1F was read as GALK inh -2%, CXXC DNA block -1%, Tb PFK inh 0%, Giardia killer 1, TSHR antagonist -5, FBPA coupling cs 0, KCNH2 WT inh 6, AT treatment -8%, TCR act -2% and BCR signal inh inconclusive.
`CNc1ncc(C(=O)c2ccc(-c3ccccc3)cc2)s1` gave GALK inh 2%, CXXC DNA block -7%, Tb PFK inh 4%, Giardia killer -15, TSHR antagonist 3, FBPA coupling cs -1, KCNH2 WT inh -1, AT treatment -14%, TCR act -4% and BCR signal inh inconclusive.
Screening COC(=O)[C@@H]1C[C@@]2(O)[C@@H](O)[C@@H](O)[C@@H](O)C[C@H]2N1C/C=C/c1ccccc1 returned GALK inh -1%, CXXC DNA block -5%, Tb PFK inh 4%, Giardia killer -1, TSHR antagonist 7, FBPA coupling cs 0&-2, KCNH2 WT inh -23, AT treatment 65%, TCR act -7% and BCR signal inh -8%.
`COc1ccc(N2CCN(C(=O)CCNC(=O)c3ccc(C(C)(C)C)cc3)CC2)cc1` gave GALK inh 0%, CXXC DNA block -6%, Tb PFK inh -3%, Giardia killer 12, TSHR antagonist 6, FBPA coupling cs -4, KCNH2 WT inh 11, AT treatment 1%, TCR act -4% and BCR signal inh -2%.
Screening Nc1n[nH]c2cc(=O)n(-c3ccc(Cl)cc3)nc12 returned GALK inh 4%, CXXC DNA block -9%, Tb PFK inh 3%, Giardia killer inconclusive, TSHR antagonist -9, FBPA coupling cs 2, AT treatment 2%, TCR act -2% and BCR signal inh 9%.
`CC(NC(=O)COc1ccccc1-c1ccccc1)c1ccccc1` (configuration not stated) gave GALK inh -1%, CXXC DNA block -1%, Tb PFK inh 2%, Giardia killer 23, TSHR antagonist -7, FBPA coupling cs 0, KCNH2 WT inh inactive, AT treatment -4%, TCR act -5%[46.1 µM] and BCR signal inh -9%.
`CC(C)C(=O)NC(=S)Nc1ccc(S(=O)(=O)Nc2nccs2)cc1` gave GALK inh 0%, CXXC DNA block 1%, Tb PFK inh 0%, Giardia killer 0, TSHR antagonist -1, FBPA coupling cs 6, KCNH2 WT inh -1, AT treatment -3%, TCR act -2% and BCR signal inh 2%.
`O=C1c2ccccc2C(=O)N1CCSC(=S)N1CCOCC1` gave GALK inh 1%, CXXC DNA block -1%, Tb PFK inh 3%, Giardia killer 0, TSHR antagonist -15, FBPA coupling cs 2, KCNH2 WT inh -11, AT treatment 3%, TCR act 1% and BCR signal inh 0%.
Screening COC(=O)c1ccc(NC(=O)c2cccc(Cl)c2)o1 returned GALK inh 1%, CXXC DNA block -4%, Tb PFK inh -1%, Giardia killer -2, TSHR antagonist -16, FBPA coupling cs 0, KCNH2 WT inh -19, AT treatment 1%, TCR act -13% and BCR signal inh -11%.
COc1ccc(N(CC(=O)N2CCN(C)CC2)S(=O)(=O)c2cc(C)ccc2OC)cc1Cl was read as GALK inh -3%, CXXC DNA block inconclusive, Tb PFK inh 1%, Giardia killer 14, TSHR antagonist 0, FBPA coupling cs 1, KCNH2 WT inh -5, AT treatment 4%, TCR act 0% and BCR signal inh -5%.
O=C(NC1CCCCC1)c1cc(-c2cccc(Cl)c2)on1 was read as GALK inh 0%, CXXC DNA block 1%, Tb PFK inh 6%, Giardia killer 26, TSHR antagonist -9, FBPA coupling cs 1, KCNH2 WT inh -19, AT treatment -2%, TCR act -1% and BCR signal inh inconclusive.
Screening CCC(=O)Nc1ccc(S(=O)(=O)Nc2ccccn2)cc1 returned GALK inh -1%, CXXC DNA block -1%, Tb PFK inh -1%, Giardia killer -13, TSHR antagonist 19, FBPA coupling cs 0, KCNH2 WT inh -9, AT treatment 4%, TCR act -32% and BCR signal inh inconclusive.
CCN1C(=O)CSC1=Nc1ccccc1Cl was read as GALK inh 4%, CXXC DNA block -12%, Tb PFK inh -2%, Giardia killer -17, TSHR antagonist -1, FBPA coupling cs -1, KCNH2 WT inh 10, AT treatment -9% and BCR signal inh -3%.
`COc1cc(OC)cc(-c2cc3nc4c(c(N5CCN(c6ncccn6)CC5)n3n2)CCCC4)c1` gave GALK inh 4%, CXXC DNA block 34%[activator], Tb PFK inh 5%, Giardia killer -1, TSHR antagonist -9, FBPA coupling cs -5, KCNH2 WT inh -14, AT treatment 11% and BCR signal inh -2%.
`CC(C)(C)NC(=O)NC(=O)CN1c2cccc3cccc(c23)S1(=O)=O` gave CXXC DNA block 13%, Tb PFK inh -3%, Giardia killer -9, TSHR antagonist inconclusive, FBPA coupling cs -6, KCNH2 WT inh 5, AT treatment -4%, TCR act 1% and BCR signal inh -4%.
CN(C)c1nc(NCc2ccccc2)nc(Oc2ccc(=O)[nH]n2)n1 was read as GALK inh -1%, CXXC DNA block -1%, Tb PFK inh 1%, Giardia killer 13, TSHR antagonist 16, FBPA coupling cs 0, KCNH2 WT inh 3, AT treatment 7%, TCR act 0% and BCR signal inh -12%.
NC(=O)CSc1ccc(Br)cc1 was read as GALK inh 1%, CXXC DNA block 1%, Tb PFK inh -11%, Giardia killer -9, TSHR antagonist 10, FBPA coupling cs 0, KCNH2 WT inh -16, AT treatment 2%, TCR act -5% and BCR signal inh 2%.
CC(=O)N1CCCc2cc(S(=O)(=O)CCC(=O)N3CCN(c4cccc(C)c4)C(C)C3)ccc21 (configuration not stated) was read as GALK inh 1%, CXXC DNA block 1%, Tb PFK inh -16%, Giardia killer 4, TSHR antagonist 5, FBPA coupling cs 0, KCNH2 WT inh -4, AT treatment 6%, TCR act -4% and BCR signal inh 7%.
`O=C(O)[C@]1(S(=O)(=O)c2ccccc2)C[C@@H]2ON=C(c3cccc(Br)c3)[C@@H]2C1` gave CXXC DNA block 2%, Tb PFK inh -6%, Giardia killer 20, TSHR antagonist -10, FBPA coupling cs 0, KCNH2 WT inh -4, AT treatment 28%, TCR act -4% and BCR signal inh -10%.
O=C(Nc1ccccc1OC(F)F)c1oc2ccccc2c1COc1ccccc1 was read as GALK inh -1%, CXXC DNA block 9%, Tb PFK inh 1%, Giardia killer 23, TSHR antagonist 0, FBPA coupling cs -1, KCNH2 WT inh 3, AT treatment -1%, TCR act -3%[46.1 µM] and BCR signal inh 1%.
